Source: PubChem BioAssay (several laboratories)
MRP-1 activ – activates MRP-1; H69AR cells + doxorubicin, viability rescue, CellTiter-Glo; viability increase, % at 10 µM; hit rate 0.61% among 140,000; AID 799;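 active means viability gain under doxorubicin at or above a set limit, the compound median plus 3 SD, cut at about 4.7% in these data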;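 further: MRP-1 overexpressing cells given doxorubicin 25 µM after compound pretreatment; 18-22 h compound pretreatment then 72 h with doxorubicin before readout; 0% = doxorubicin-only wells and 100% = vehicle-treated cells without doxorubicin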
Yeast lifespan up – yeast lifespan extension; S. cerevisiae growth with nicotinamide, OD615; deaD strain in restrictive glucose medium; inhibition of the nicotinamide effect, % at 10 µM; hit rate 0.68% among 130,000; AID 775;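 active means inhibition above a set limit, placed 3 SD over the median of all compounds, cut at about 26% in these data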;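 further: 0% = nicotinamide-treated wells and 100% = cells grown without nicotinamide; some compounds called inactive have numbers as strong as hits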
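Assay system: engineered S. cerevisiae DeaD replicative-lifespan strain, galactose-grown log-phase cells; Buffer or medium: CSMM-D glucose medium, restrictive; Probe or stimulus: nicotinamide 1.5 mM; Compound: single dose 10 µM compound, 0.25% DMSO; Schedule: 4 h preincubation then 48 h treatment at 30 °C; Technique: OD615 measurement.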
PTEN del growth – PTEN-deleted cell growth suppression; viability, % at 10 µM; HCT116 PTEN-null viability, CellTiter-Glo, 60 h; hits give low values; AID 827; hit rate 1.2% among 140,000;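 active means viability at or below a set limit, 4 SD under the median of all tested compounds, cut at about 3.7% in these data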;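 further: PTEN knockout HCT116 line with beta catenin targeted HCT116 as companion control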
bCat KO growth – beta-catenin-lacking colon tumor cell growth suppression; HCT116 beta-catenin knockout viability, CellTiter-Glo, 60 h; hits give low values; viability, % at 10 µM; hit rate 1.5% among 140,000; AID 818;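 active means viability at or under a set limit, the compound median less 4 SD, cut at about 6% in these data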;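 further: 0% = Hyamine 1622 control at 20 µM and 100% = untreated cell control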
Yeast growth inh – chemicals that inhibit yeast BB579 growth in restrictive medium (lifespan-shortening candidates) | S. cerevisiae BB579 growth, OD615, 48 h | inhibition, % at 10 µM | hit rate 0.51% among 140,000 | AID 804;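 active means inhibition above a set limit, 3 SD over the mean compound inhibition, cut at about 44% in these data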; further: inactives centre near -24
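test system = yeast BB579 (DeaD) | buffer or medium = restrictive CSMM-D medium | doses = single compound dose of 10 µM, 0.25% DMSO final | times = 4 h preincubation and 48 h exposure at 30 °C | technique = culture absorbance at 615 nm | benchmarks = amphotericin B 10 µg/mL, positive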
E-sel TNF inh – TNF alpha driven E-selectin expression inhibition. hit rate 0.71% among 120,000. AID 1246. inhibition, % at 2 µM. HUVEC TNFa-induced E-selectin immunofluorescence, high content;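 active means inhibition above the batch mean plus 3 SD, and confirmed as a hit on visual image review, cut at about 43% in these data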;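 further: 0% = TNF-stimulated DMSO wells and 100% = unstimulated control wells; not every result past the cut was called active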
NPY Y2 blocker – blocks the human neuropeptide Y Y2 receptor; P49146; NPY-Y2 expressing cells, antagonist mode; inhibition, % at 2.7 µM; hit rate 0.99% among 140,000; AID 793; in the data active means inhibition above about 17%;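 further: 0% = vehicle with agonist challenge and 100% = reference antagonist with challenge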
Target sequence (P49146 whole entry, looked up): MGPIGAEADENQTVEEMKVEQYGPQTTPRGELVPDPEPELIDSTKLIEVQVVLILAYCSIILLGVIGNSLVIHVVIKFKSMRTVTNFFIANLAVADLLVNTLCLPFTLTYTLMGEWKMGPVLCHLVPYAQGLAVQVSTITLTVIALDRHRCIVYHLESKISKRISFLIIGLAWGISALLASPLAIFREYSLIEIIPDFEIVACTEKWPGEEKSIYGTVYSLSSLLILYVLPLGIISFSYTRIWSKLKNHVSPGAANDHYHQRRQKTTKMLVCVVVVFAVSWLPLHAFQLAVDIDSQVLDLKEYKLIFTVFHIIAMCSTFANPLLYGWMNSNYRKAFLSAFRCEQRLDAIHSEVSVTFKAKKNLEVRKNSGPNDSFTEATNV
Phagocytosis inh – blocks phagocytosis by macrophages | J774A.1 macrophage IgG-bead phagocytosis, imaging | inhibition, % at 5 µM | hit rate 0.07% among 110,000 | AID 1029;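 active means inhibition above the mean of the plate negative controls plus 5 SD, cut at about 13% in these data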;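 further: phagocytic index as fraction of beads internalized from green versus red external bead signal; plate controls were DMSO negative control for no effect and cytochalasin-D positive control for full effect; some results beyond the cut were filed as inactive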
Measles CPE – protection of cells from measles virus. Measles virus-infected cells, CPE protection, absorbance. protection (pct of control), % at 4 µM. hit rate 1.5% among 140,000. AID 841; in the data active means protection mostly above about 24%, no sharp cut-off; inactive means mostly below about 26%; further: some compounds called inactive have numbers as strong as hits
GALR2 antag – blocks the human galanin receptor 2 | O43603 | GALR2-expressing cells, antagonist mode | inhibition, % at 4 µM | hit rate 0.39% among 140,000; in the data active means inhibition above about 27%;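 further: cells stimulated with galanin 1-16 at roughly its EC80; 0% = agonist challenge control and 100% = basal control without agonist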
Target sequence (O43603 whole entry, looked up): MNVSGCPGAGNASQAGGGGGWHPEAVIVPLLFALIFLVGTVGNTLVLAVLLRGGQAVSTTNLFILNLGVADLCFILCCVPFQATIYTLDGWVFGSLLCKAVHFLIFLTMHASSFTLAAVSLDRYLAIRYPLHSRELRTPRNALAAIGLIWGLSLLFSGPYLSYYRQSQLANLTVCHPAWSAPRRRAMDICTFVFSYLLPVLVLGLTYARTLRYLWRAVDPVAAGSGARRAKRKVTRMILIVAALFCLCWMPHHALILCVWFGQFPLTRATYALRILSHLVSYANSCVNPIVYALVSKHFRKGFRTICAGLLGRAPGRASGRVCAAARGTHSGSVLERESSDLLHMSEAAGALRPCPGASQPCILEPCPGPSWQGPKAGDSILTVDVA
Numbers without * were called inactive; · = not tested or not shown.

Structure	Phagocytosis inh	PTEN del growth	bCat KO growth	Yeast lifespan up	E-sel TNF inh	Measles CPE	Yeast growth inh	NPY Y2 blocker	GALR2 antag	MRP-1 activ
CC1CC(C)CN(C/C=C/c2ccccc2[N+](=O)[O-])C1 (stereo unspecified)	-3	82	90	-1	-30	6	-46	5	-4	-3.8
O=C(Nc1ccccc1)c1ccc(CSc2ccccn2)cc1	-1	74	68	-17	-11	·	-46	2	-18	0.4
COC(=O)c1c(NC(=O)COC(=O)c2ccccc2O)sc2c1CCCCC2	-8	75	83	-4	·	6	5	2	-1	-0.3
Cc1cc2nc(CCN(Cc3cccnc3)C(=S)Nc3ccccc3)[nH]c2cc1C	1	79	75	-8	9	7	-38	1	21	-0.4
COc1ccc(S(=O)(=O)N2CCCCC2)cc1NC(=S)Nc1ccccc1	-9	95	93	1	-14	21	-15	-3	4	-3.9
Cc1ccc(NC(=O)COc2ncnc3ccccc23)cc1S(=O)(=O)N1CCOCC1	-4	93	84	-2	·	5	-28	0	0	-1.1
O=C(CSc1nnc(-c2ccccc2)n1Cc1ccccc1)NNC(=O)c1ccccc1O	-7	39	28	7	·	10	-46	4	0	0.4
Cc1ccc(S(=O)(=O)N2CCC(C(=O)N[C@@H](C)C(=O)NC3CCS(=O)(=O)C3)CC2)cc1 (stereo partly specified)	-3	98	88	4	-11	9	-35	1	1	-2.4
O=C(Oc1ccc2c3c(c(=O)oc2c1)CCC3)c1ccccc1[N+](=O)[O-]	-1	87	105	-5	-19	8	-27	0	1	-2.4
Cc1ccc(S(=O)(=O)N2CCC(=O)N(CCOCc3ccc(F)cc3)CC2)cc1	·	94	83	7	0	2	-6	0	-5	-2.7
CCOc1ccc(S(=O)(=O)N(CC(=O)N2CCc3ccccc32)Cc2ccco2)cc1	2	85	91	3	-11	14	-36	4	11	-3.5
COc1ccc(NCc2ccc([N+](=O)[O-])s2)cc1	-4	68	62	22	10	7	27	-2	5	-5.8
CCCOc1ccc(C(=O)N2CCN(c3ccc(N)cc3Cl)CC2)cc1	3	97	97	-12	-11	12	-47	2	-17	-0.7
COc1cc(-c2cc(C(=O)NN3CCN(C)CC3)c3ccccc3n2)cc(OC)c1OC	-5	108	95	-4	·	16	10	0	7	-1.4
Cc1ccc(S(=O)(=O)Nc2nc3ccccc3nc2NCc2ccco2)cc1C	0	90	91	7	-20	12	-45	1	-8	-2.7
O=C(CCCCn1c(=O)[nH]c2ccccc2c1=O)NCc1ccc2c(c1)OCO2	2	90	87	-14	13	21	-32	3	3	-2.5
Cc1c(C(=O)N/N=C/C(C)C)[nH]c2c([N+](=O)[O-])cccc12	-6	16	14	0	·	6	-10	1	19	0.5
OCc1nc2ccccc2n1C/C=C/c1ccccc1	2	90	99	-2	18	21	-22	4	-7	-1.2
C=CCn1c(SCC(=O)NC(C)(C)C)nnc1-c1ccccc1O	0	104	86	-5	17	4	-23	2	-18	-1.1
COC(=O)c1[nH]c2cc(OC)ccc2c1NC(=O)c1nonc1C	·	76	72	-25	13	7	-6	-3	12	-3.4
Cc1cc(C)nc(SCC(=O)N/N=C/C=C/c2ccccc2)n1	-2	103	97	11	·	39	-40	5	11	0.4
COC(=O)c1ccccc1NC(=O)c1ccc2c(c1)OCCO2	-2	84	83	-11	8	4	-3	-1	1	-1.4
CC1(C)CC(=O)C(C(C2=C(O)CC(C)(C)CC2=O)c2cccc(O)c2)C(=O)C1 (stereo unspecified)	-1	85	87	-4	5	7	7	1	0	-2.8
Cc1cccc(/C(N)=N/OC(=O)N2CCOCC2)c1	-8	55	60	-18	-30	10	-24	-1	6	-5.5
CCCNC(=O)c1cn(CC)c2cc(N3CCN(C)CC3)c(F)cc2c1=O	-1	110	92	-4	27	21	-70	2	1	-0.6
CCc1cccc(C)c1NC(=O)COn1nnc2ccc(C(F)(F)F)cc21	-10	84	82	1	-15	9	-48	4	-9	-2.3
COc1ccccc1NC(=O)NCCCN1CCN(c2cccc(Cl)c2)CC1	0	68	65	-10	·	2	-9	4	-2	-4.5
CCOC(=O)CCC(=O)Nc1ccc(S(=O)(=O)N2CCCC2)cc1	0	92	91	-7	-7	34	-31	-1	-1	-1.2
O=C1CCc2cc(S(=O)(=O)N3CCC(C(=O)NC4CCCCCCC4)CC3)ccc2N1	1	98	89	2	10	8	-18	0	-14	-1.6
Cc1ccc(C)n1-c1cccc(N)c1	0	47	40	5	-22	6	-27	1	-12	-1.5
CC(=O)CCc1c[nH]c2c(C(=O)O)cccc12	-2	102	100	-6	-2	1	-6	1	8	0.3
CCN(CC)C(=O)C1CCCN(Cc2sccc2C)C1 (stereo unspecified)	-1	94	95	-6	9	3	-28	0	-1	1.4
CCOc1ccc(-c2c(C#N)c(N)nc3c2c(=O)n(C)c(=O)n3C)cc1OC	-2	96	95	-9	-11	10	-68	1	16	-2.1
CCOC(=O)N1CCC(Nc2c(NCCN3CCN(c4ccccc4F)CC3)c(=O)c2=O)CC1	0	88	88	-6	-13	14	7	-2	-7	-0.7
O=C(COc1ccc(Br)cc1)N/N=C1/SCC(=O)N1Cc1ccccc1	·	91	86	-2	3	19	-55	2	0	2.6
Cc1cc2cc(C=O)c(Cl)nc2cc1C	·	27	45	6	-13	6	-40	-2	-4	-1.9
COc1ccccc1-c1cc(C(F)(F)F)nc(N2CCOCC2)n1	0	75	72	-19	14	5	-40	8	3	-1.5
O=C(CCCN=C1NS(=O)(=O)c2ccccc21)OCC(=O)N1CCc2ccccc21	-1	100	100	-9	-24	3	-24	2	2	-2.3
COc1cccc(NC(=S)NCCCN2CCOCC2)c1	-5	96	89	0	·	6	-23	5	14	-0.3
Cn1cc(Cl)c(C(=O)Nc2cccc(Cl)c2Cl)n1	1	99	95	-7	-15	3	-30	6	-2	-3.3
COc1ccc(S(=O)(=O)N(C)CC(=O)NCc2cccnc2)cc1C	-1	114	94	-1	3	9	-26	9	8	-0.7
COCCn1c(SCc2cccnc2)nnc1-c1c[nH]c2ccccc12	0	107	103	-8	·	10	-25	2	5	-2.9
Cc1ccc(Cn2c(NC(=O)c3ccco3)nc3ccccc32)cc1	1	65	80	-18	-4	49	-47	16	12	-3.9
Cc1ccc(CN(CC(=O)N/N=C/c2ccco2)S(=O)(=O)c2ccc(C)cc2)cc1	-2	109	104	-8	17	11	-70	10	-5	-0.2
COc1ccc(C(=O)c2coc3ccc(O)c(CN(C)C)c23)cc1	-1	84	95	3	6	8	-31	9	2	-3.9
Cc1nc2cc(F)ccc2n1C1CCN(S(=O)(=O)c2ccccc2)CC1	-1	83	78	-1	9	24	-19	-2	4	-3.8
CC1CCCN(C(=O)CSc2cnc3ccccc3n2)C1 (stereo unspecified)	0	106	92	-12	-24	69	-41	8	-13	-1.4
Cc1cccc(-n2nc3c(c2NC(=O)c2ccco2)CSC3)c1C	-1	76	86	0	·	28*	-30	2	3	-3.1
CCOc1cc(NC(=S)NCC2CCCO2)c(OCC)cc1NC(=O)c1ccccc1 (stereo unspecified)	0	100	107	-15	-78	3	-29	1	-1	-0.4
CCn1cc(C(=O)Nc2ccc3c(c2)OCCO3)c2cc(OC)c(OC)cc2c1=O	0	83	93	-11	·	31	-8	2	-7	-4.4
CCC(=O)N1CN(S(=O)(=O)c2ccc(C)cc2)CC1C (stereo unspecified)	-1	81	88	1	6	7	6	2	1	-2.3
COc1ccc(Br)cc1CN1CCCC(C(=O)N2CCCCC2)C1 (stereo unspecified)	0	66	64	-10	37	2	-56	12	-7	-2.5
Cc1cc(NC(=S)N(CCCN2CCOCC2)Cc2ccco2)ccc1Cl	2	84	88	-2	23	4	-7	3	3	-1.6
Cc1ccc(C(=O)c2cn[nH]c2-c2ccccc2O)cc1	0	101	108	-3	-30	4	-12	-1	3	-0.5
CSc1nc2ccc(NC(=O)c3ccco3)cc2s1	1	91	87	-8	·	41	6	2	10	-3.4
Cc1ccc(OCC(=O)OCC(=O)c2c(N)n(C)c(=O)n(C)c2=O)cc1C	-1	111	100	0	20	9	-80	1	-6	-0.8

Next section
Structure	Phagocytosis inh	PTEN del growth	bCat KO growth	Yeast lifespan up	E-sel TNF inh	Measles CPE	Yeast growth inh	NPY Y2 blocker	GALR2 antag	MRP-1 activ
O=C(CCS(=O)(=O)c1cccc2nonc12)N1CC(=O)N(CCc2ccccc2)C(=O)C1	-3	91	98	-1	-46	2	-8	1	8	0.1
CCCOC(=O)c1[nH]c2c(c1C)C(=O)CC(c1cc(OC)c(OC)c(OC)c1)C2 (stereo unspecified)	0	52	52	4	-30	2	-18	1	16	-2.5
O=C(O)CCCSCC(=O)Nc1ccccc1	0	101	100	-5	16	5	-13	2	4	0.6
O=C(NCC1CCCO1)C1CC(=O)N(C2CCCC2)C1 (stereo unspecified)	1	113	104	-10	17	14	-16	2	6	-0.1
COc1cc(/C=C2/SC(=S)N(CC(=O)Nc3nc4ccccc4s3)C2=O)cc(OC)c1OC	·	96	92	-3	-20	3	-27	3	-11	0.7
Cc1ccc(CCNC(=O)C2CCCN2S(=O)(=O)c2ccc3c(c2)CCC(=O)N3)cc1 (stereo unspecified)	0	86	88	-10	·	9	9	0	2	2.8
COc1cc(C(=O)OC2CCCCC2=O)cc(OC)c1C (stereo unspecified)	0	82	85	-2	12	1	-14	-3	-8	-3.3
FC(F)(F)c1cc(-c2ccco2)nc2ncnn12	0	104	96	0	·	11	-31	0	1	1.4
CCCCNS(=O)(=O)c1ccc(NS(=O)(=O)c2c(C)cc(C)cc2C)cc1	0	55	73	-5	-35	15	-50	-1	-5	-0.7
COc1ccc(-c2cc(-c3n[nH]c(=S)n3-c3cc(OC)ccc3OC)[nH]n2)cc1	-6	91	97	3	·	25	-7	5	1	-2.0
N#CC1=C(N)OC2=C(C(=O)CC(c3ccco3)C2)C1c1ccc(OCc2c(F)cccc2Cl)cc1 (stereo unspecified)	0	93	105	-12	3	32	-54	3	0	-4.3
COc1ccc(OC)c(S(=O)(=O)N2CCC(C(=O)NCc3ccccc3)CC2)c1	0	101	103	-2	5	5	-28	2	-16	-0.5
Cc1ccc(Cn2c(CN3CC(C)OC(C)C3)nc3c2c(=O)n(C)c(=O)n3C)cc1 (stereo unspecified)	-1	88	81	6	-15	30	-27	-2	1	-2.3
CC1CCCCC1NC(=O)CCS(=O)(=O)c1cccc2nonc12 (stereo unspecified)	-2	101	91	-3	0	20	-36	2	-5	-0.6
C1CCN(c2nc3nonc3nc2N2CCCC2)C1	·	93	96	-12	-18	1	-27	-3	2	-1.9
